# Compound activity as filed in PubChem.
# B2AR arrestin ag: beta-arrestin recruitment by human beta2-adrenergic receptor ligands. P07550. HTLA Tango cells, beta-arrestin recruitment, luciferase luminescence, 18 h. Potency, µM (top dose mostly 46.1 µM), for the others: at the highest dose activation, usual class: activators. 44,000 tested, under 10 active;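 note: potency is the fitted concentration of half-maximal effect; 0% = DMSO and full agonism = EC100 isoproterenol or metaproterenol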
#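 First, Tango cells carrying beta2-AR and beta-arrestin fusions received compound up to 46 microM. After 18 hr at 37 degrees C, luciferase substrate was added for 15 minutes, then luminescence gave %Activity for curve fitting.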
# FH mod: Identification of activators of human fumarate hydratase by quantitative high-throughput screening; Fumarate hydratase, mitochondrial (Homo sapiens), P07954; FH coupled MDH/diaphorase resazurin fluorescence, 15 min; Potency, µM (top dose mostly 79.9 µM), for inactives: at the top dose activity change, negative = inhibition, most hits filed as inhibitors; actives 0.22% (n = 54,000); AID 1347055, 2019; note: potency is the fitted concentration of half-maximal effect; % is set by controls: 0 for no effect and ±100 for the full control effect; the screen sought activators but most active calls are inhibition curves; nearly all actives have a fitted effect of over 45% in size
# TSG101-PTAP inh: TSG101-PTAP interaction inhibition, HIV-1 budding | Q99816 | AID 1347069 | Fluorescence polarization, FITC-PTAP peptide/Tsg101, 20 min | 44,000 tested, under 10 active | Potency, µM (series often up to 115 µM), without a hit: top-dose activity change, negative = inhibition, hits mostly inhibitors; note: potency is the fitted concentration of half-maximal effect; 0% is about no effect
# Target sequence (Q99816 whole entry, looked up): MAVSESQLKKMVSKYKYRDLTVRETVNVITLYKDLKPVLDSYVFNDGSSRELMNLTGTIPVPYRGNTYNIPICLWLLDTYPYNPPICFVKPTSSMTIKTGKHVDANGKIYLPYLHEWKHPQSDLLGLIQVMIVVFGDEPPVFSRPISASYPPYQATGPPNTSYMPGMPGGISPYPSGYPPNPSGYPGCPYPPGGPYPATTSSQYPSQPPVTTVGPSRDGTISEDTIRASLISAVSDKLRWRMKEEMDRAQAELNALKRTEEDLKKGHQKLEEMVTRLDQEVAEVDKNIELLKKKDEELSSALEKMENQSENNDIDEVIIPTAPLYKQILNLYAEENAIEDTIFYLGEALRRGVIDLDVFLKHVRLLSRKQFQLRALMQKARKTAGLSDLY
#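 qHTS FP binding, 20 min r.t.: 10 uM Tsg101 domain + 50 nM FITC-PTAP peptide, pH 7.5 HEPES buffer with TCEP and EDTA.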
# p53null 39C tox: p53 null cell cytotoxicity, nonpermissive temperature; H1299 p53-null (neo) cells, 39C, ATPlite viability, 24 h; actives 0.97% (n = 55,000); Potency, µM (series often up to 46.1 µM), for the others: top-dose activity, negative = cell killing, most hits filed as cytotoxic;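 note: potency is the fitted concentration of half-maximal effect; 0% = DMSO only and -100% = full killing by 100 µM tamoxifen; nearly all actives have a fitted effect of over 50% in size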
#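 Luminescent ATP signal reported cell survival after H1299 lines (neo, p53 null; or p53 A138V) received up to 46 uM compound and 24 hr incubation at 39C.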
# GALK inh: inhibitors of human galactokinase (GALK); P51570; recombinant GALK, Kinase-Glo ATP luminescence, 1 h; Potency, µM (doses to about 57.5 µM), inactives show top-dose activity, negative = inhibition, most hits filed as inhibitors; 44,000 tested, under 10 active;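 note: plate controls were full GALK reaction for no effect and reaction lacking GALK for full effect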
# Target sequence (P51570 whole entry, looked up): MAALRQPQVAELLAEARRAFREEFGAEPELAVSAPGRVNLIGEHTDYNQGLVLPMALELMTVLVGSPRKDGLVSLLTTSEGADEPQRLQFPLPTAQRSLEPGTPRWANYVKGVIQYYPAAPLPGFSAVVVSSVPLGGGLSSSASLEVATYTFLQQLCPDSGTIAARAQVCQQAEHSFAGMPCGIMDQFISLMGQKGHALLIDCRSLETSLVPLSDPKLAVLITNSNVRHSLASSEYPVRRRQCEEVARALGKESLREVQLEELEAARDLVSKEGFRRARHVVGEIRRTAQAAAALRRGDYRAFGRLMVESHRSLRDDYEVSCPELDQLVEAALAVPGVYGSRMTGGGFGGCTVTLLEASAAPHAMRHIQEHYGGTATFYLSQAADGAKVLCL
#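 Human GALK (5 nM) was incubated with 35 uM ATP and 100 uM galactose in 20 mM HEPES pH 8.0 with MgCl2, NaCl, DTT and BSA for 1 h at room temperature. Remaining ATP was measured by Kinase-Glo Plus luminescence.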
# NTMT1 inhibitor: blocks human N-terminal methyltransferase 1 activity; Q9BV86; Potency, µM (titrated, usually from 114 µM), for the others: at the highest dose activity change, negative = inhibition, usual class: inhibitors; actives 2.5% (n = 59,000); NTMT1 MTase-Glo SAH luminescence, purified enzyme;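 note: potency is the fitted concentration of half-maximal effect; plate controls were DMSO vehicle for no effect and no enzyme for full effect; nearly all actives have a fitted effect of over 65% in size; many of its hits are not listed in these tables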
# Target sequence (Q9BV86 whole entry, looked up): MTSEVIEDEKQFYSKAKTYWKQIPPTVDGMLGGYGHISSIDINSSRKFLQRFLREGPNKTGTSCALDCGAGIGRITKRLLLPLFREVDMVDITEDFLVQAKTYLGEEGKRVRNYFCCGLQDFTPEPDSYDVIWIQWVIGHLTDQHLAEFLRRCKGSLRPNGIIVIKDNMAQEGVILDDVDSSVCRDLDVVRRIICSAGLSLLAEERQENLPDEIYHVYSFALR
# p53null 32C kill: selectivity test: cytotoxicity in p53 null cells, permissive temperature; H1299-neo p53 null cells, ATP luminescence, 24 h, 32C; Potency, µM (series often up to 46.1 µM), without a hit: top-dose activity change, negative = cytotoxicity, most hits filed as cytotoxic; actives 0.62% (n = 55,000); AID 903;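 note: potency is the fitted concentration of half-maximal effect; 0% = DMSO only and -100% = full killing by 100 µM tamoxifen; nearly all actives have a fitted effect of over 55% in size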
#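 H1299-neo (p53 null) cells, 600/well, treated 24 h at 32C with compound up to 46 uM; ATPlite luminescence viability, normalized to DMSO and 100 uM tamoxifen; AC50 by Hill fit.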
# * hit, by the source's call; ? = inconclusive; nt = no result given; [ ] = remark or other dose. Calls come from the whole dose curve; as a rule, active = well fitted curve in the direction sought with a large enough effect; inconclusive = small, poorly fitted or top-dose-only effect, or another doubt; inactive = no such curve, though single readings can be large; an effect the other way counts as inactive or inconclusive.
SMILES,B2AR arrestin ag,FH mod,TSG101-PTAP inh,p53null 39C tox,GALK inh,NTMT1 inhibitor,p53null 32C kill
CC1CCN(c2ncnc3c2cnn3-c2ccc(F)cc2)CC1,4%,5%,-4%,6%,0%,-3%,?
COc1cccc(-c2nc(CS(=O)(=O)CC(=O)NCCc3ccc(OC)c(OC)c3)c(C)o2)c1,-2%,1%,-1%,-21%,8%,-12%,-6%
CCOC(=O)C1=C(CN2CCN(c3cccc(Cl)c3)CC2)NC(=O)NC1c1ccc(Cl)cc1 (stereo unspecified),0%,?,-8%,-14%,0%,-21%,1%
Cc1ccc(Cl)cc1Nc1nn2c(=O)c3ccc(C(=O)NCc4ccc(F)cc4)cc3nc2s1,-1%,3%,3%,-10%,2%,-2%,10%
Cc1ccc(Cn2ccnc2SCC(=O)Nc2nc3ccccc3s2)cc1,0%,?,-1%,-5%,1%,-3%,41%[activator]
CCc1ccc(NC(=O)c2cc(C(C)=O)n3ccccc23)cc1,0%,?,-3%,?,3%,-6%,-21%
COc1ccc(CNC(=O)CCc2cn(Cc3cc(C)ccc3C)c3ccccc23)cc1OC,-1%,-1%,0%,21%,4%,-1%,5%
COc1ccc(C2=Nc3ccccc3N(CC(=O)Nc3cccc(C(C)=O)c3)C(=O)C2)cc1,0%,?,11%,-10%,-1%,0%,-2%
O=C(Cn1c(=O)c2cccn2c2ccc(F)cc21)N1CCN(c2ccccc2F)CC1,3%,-4%,0%,31%[activator],-4%,13%,19%
O=[N+]([O-])c1cc(-c2nc(-c3ccccc3)no2)ccc1N1CCN(c2ccccc2)CC1,-1%,-2%,0%,-17%,-2%,3%,-4%
CCc1ccc(NC(=O)C2=C(C)C(=O)OC23CCCCC3)cc1,0%,-16%,-5%,8%,8%,3%,7%
O=C(NCCc1cccs1)c1ccc(Cn2c(SCc3cccc(F)c3)nc3cccnc32)cc1,1%,?,-3%,0%,6%,8%,4%
Cc1cc(C)cc(-n2c(SCC(=O)N3CCCC3)nc3c([nH]c4ccccc43)c2=O)c1,0%,8%,-6%,1%,-9%,9%,-3%
CCOCCCNC(=O)CCc1nnc2ccc(N3CCN(c4cccc(OC)c4)CC3)nn12,0%,2%,-1%,?,0%,-12%,5%
Cc1ccccc1-c1noc(-c2ccccc2OCC(=O)Nc2ccccc2[N+](=O)[O-])n1,-2%,-5%,-5%,45%[activator],-9%,-9%,32%[activator]
Cc1oc(-c2ccccc2Cl)nc1CS(=O)CC(=O)NCc1ccc(Cl)cc1 (stereo unspecified),1%,-5%,0%,-11%,0%,-7%,-1%
COc1ccc(NC(=O)c2c(C)oc3ccc(O)c(CN4CCCC(C)C4)c23)cc1Cl (stereo unspecified),-1%,-19%,-10%,?,1%,-6%,16%
CC1=C(C(=O)Nc2cccc(F)c2)C2(CCCCCC2)OC1=O,-1%,5%,-4%,-5%,4%,1%,-9%
CCCC(=O)n1nc(-c2cccnc2)nc1NCc1ccc(OC)cc1,0%,-2%,-1%,0%,-11%,10%,-1%
CCOCCCNC(=O)C(NC(=O)C1CCC(C)CC1)C(C)C (stereo unspecified),1%,9%,1%,-4%,2%,-2%,5%
O=C(Nc1ccc(F)cc1)[C@@H](c1ccccc1)N1Cc2ccccc2C1=O,1%,-15%,-6%,-4%,0%,-7%,-4%
COc1ccc(OC)c(NC(=O)/C=C/c2ccc(C)o2)c1,0%,nt,1%,-23%,3%,nt,-10%
CCCCOc1ccc(C(=O)NCCc2sc(-c3ccc(OC)c(OC)c3)nc2C)cc1,0%,-28%,0%,11%,3%,6%,-5%
NC(=O)c1cc(S(=O)(=O)N2CCN(c3ccc(F)cc3)CC2)cs1,0%,5%,0%,-6%,1%,-8%,-2%
COc1cccc(CNC(=O)CCNS(=O)(=O)c2ccc3c(c2)CCCC(=O)N3)c1,0%,-11%,0%,-3%,0%,15%,-9%
Fc1ccc(-c2noc3ncnc(Nc4ccc(F)cc4F)c23)cc1,3%,-31%,2%,2%,3%,-14%,-5%
COc1cccc(NC(=O)CN2C(=O)CC(c3ccco3)Sc3ccccc32)c1 (stereo unspecified),0%,-12%,-6%,5%,?,-1%,6%
CCc1ccc(NC(=O)N2CCN(c3nnc(C)c4c(C)n(-c5ccc(Cl)cc5)nc34)CC2)cc1,1%,-18%,-5%,20µM*,1%,-12%,?
CCc1cccc(C)c1NS(=O)(=O)c1ccc2c(c1)CC(C)N2C(=O)C1CC1 (stereo unspecified),1%,-14%,-4%,-2%,1%,-3%,32%[activator]
COc1ccccc1NC(=O)CSc1ccc(-c2sc(C)nc2C)nn1,-1%,-11%,-4%,15%,-3%,-1%,-10%
COc1ccc(NC(=O)C(CC(C)C)NS(=O)(=O)c2ccc3c(c2)oc(=O)n3C)cc1Cl (stereo unspecified),-1%,-13%,0%,-20%,0%,18%,1%
Cn1c(=O)c2c(n3ncnc13)NC(=O)CC2c1cccc(F)c1 (stereo unspecified),-2%,12%,-8%,-2%,-2%,18%,-12%
CCCCN(C)CCCNC(=O)c1cc(=O)[nH]c2ccc(S(=O)(=O)N3CCCCC3)cc12,4%,8%,-6%,3%,2%,7%,3%
COc1ccc(OC)c(CNC(=O)C2CCCN(c3ncnc4onc(-c5ccc(F)cc5)c34)C2)c1 (stereo unspecified),1%,-4%,2%,2%,-2%,-1%,-7%
COc1cc(NC(=O)CCCOc2cc(=O)n(C)c3ccccc23)cc(OC)c1OC,0%,-11%,0%,-8%,0%,-13%,1%
COc1cccc(-c2nc(CS(=O)CC(=O)N3CCN(c4cccc(C(F)(F)F)c4)CC3)c(C)o2)c1 (stereo unspecified),-2%,-21%,-1%,24%,-3%,-4%,52%[activator]
COc1ccccc1CNc1ncnc2onc(-c3ccc(Cl)cc3)c12,1%,-12%,0%,-11%,6%,10%,?
Cn1c(=O)[nH]c2cc(-c3noc(-c4ccc(C#N)cc4)n3)ccc21,-1%,7%,-5%,20%,5%,19%,1%
O=C(CSc1ncc2c(n1)-c1ccccc1N(Cc1ccc(Cl)cc1)S2(=O)=O)c1ccccc1,2%,-17%,4%,-21%,2%,-6%,-8%
O=C(Cc1ccc(Cl)cc1)Nc1ccc2oc(-c3ccc(F)cc3)nc2c1,0%,1%,-18%,-17%,-3%,?,-5%
CCOc1ccc(/C=C/c2nc(C#N)c(N(C)C)o2)cc1,-1%,-36%,-3%,-11%,3%,-9%,9%
CCc1ccc(-c2cc(C)no2)cc1S(=O)(=O)NCc1ccco1,0%,-3%,-4%,-4%,-2%,-3%,8%
CC(=O)Nc1ccc(NC(=O)c2cc(=O)c3ccccc3o2)cc1,-1%,-3%,0%,-5%,10%,-5%,-4%
CCOc1ccccc1N(C)C(=O)c1c2c(nc3ccccc13)C(=O)N(C1CCCCC1)C2,0%,-2%,-17%,-6%,0%,-12%,5%
CSc1nn(Cc2ccc(Cl)cc2)c(N(C(C)=O)C(C)=O)c1S(=O)(=O)c1ccccc1,1%,-24%,1%,-20%,2%,6%,-6%
COc1ccc(NC(=O)Cn2cnc3sc(C)c(S(=O)(=O)N4CCN(c5ccccc5OC)CC4)c3c2=O)cc1OC,0%,-12%,-4%,?,0%,2%,-1%
Cc1cc(C)c(/C=C/c2onc(C)c2S(=O)(=O)N2CCC(C(=O)Nc3ccc(Cl)c(C(F)(F)F)c3)CC2)c(C)c1,0%,-2%,3%,22%,-2%,10%,-13%
Cn1c(=O)n(-c2ccc3c(c2)OCO3)c2nc(-c3ccc(Cl)cc3)nc(C(N)=O)c21,1%,5%,-1%,0%,1%,?,-2%
Cc1cc(Cl)ccc1NC(=O)c1cc(S(=O)(=O)N2CCOCC2)cn1C,-1%,2%,-3%,7%,0%,4%,6%
CCc1ccc2c(c1)NC(c1ccc(F)cc1)=NC(c1ccncc1)=N2,-1%,-28%,-14%,-20%,7%,-1%,-10%
CCOc1ccc(OCC)c(S(=O)(=O)N2CCN(c3cccc(C)c3C)CC2)c1,7%,?,2%,4%,7%,5%,10%
COc1ccccc1N1CCN(S(=O)(=O)CCNC(=O)c2cc(=O)c3ccccc3o2)CC1,-1%,-14%,-4%,0%,1%,-4%,11%
Cc1ccc(C(=O)Nc2cc(-c3cn4cccnc4n3)ccc2C)cc1C,0%,2%,-5%,12%,2%,-29%,-18%
Cc1ccc(S(=O)(=O)c2nnn3c2nc(Nc2ccc(C(C)C)cc2)c2sccc23)cc1C,4%,-18%,2%,3%,2%,-5%,12%

# Gathered by group, the compounds so far with two or more sulfur atoms (8)
SMILES,B2AR arrestin ag,FH mod,TSG101-PTAP inh,p53null 39C tox,GALK inh,NTMT1 inhibitor,p53null 32C kill
Cc1ccc(Cn2ccnc2SCC(=O)Nc2nc3ccccc3s2)cc1,0%,?,-1%,-5%,1%,-3%,41%[activator]
O=C(NCCc1cccs1)c1ccc(Cn2c(SCc3cccc(F)c3)nc3cccnc32)cc1,1%,?,-3%,0%,6%,8%,4%
NC(=O)c1cc(S(=O)(=O)N2CCN(c3ccc(F)cc3)CC2)cs1,0%,5%,0%,-6%,1%,-8%,-2%
COc1ccccc1NC(=O)CSc1ccc(-c2sc(C)nc2C)nn1,-1%,-11%,-4%,15%,-3%,-1%,-10%
O=C(CSc1ncc2c(n1)-c1ccccc1N(Cc1ccc(Cl)cc1)S2(=O)=O)c1ccccc1,2%,-17%,4%,-21%,2%,-6%,-8%
CSc1nn(Cc2ccc(Cl)cc2)c(N(C(C)=O)C(C)=O)c1S(=O)(=O)c1ccccc1,1%,-24%,1%,-20%,2%,6%,-6%
COc1ccc(NC(=O)Cn2cnc3sc(C)c(S(=O)(=O)N4CCN(c5ccccc5OC)CC4)c3c2=O)cc1OC,0%,-12%,-4%,?,0%,2%,-1%
Cc1ccc(S(=O)(=O)c2nnn3c2nc(Nc2ccc(C(C)C)cc2)c2sccc23)cc1C,4%,-18%,2%,3%,2%,-5%,12%

# The list is partial. The share of hits here may be higher or lower than overall.
